SENP8 block: blocks human SENP8 cleavage of Nedd8 substrate | Q96LD8 | recombinant SENP8, Nedd8 substrate fluorescence | inhibition, % at 20 µM | 360,000 tested, 0.64% active; in the data active = inhibition mostly above about 40%, no sharp cut-off; inactive = mostly below about 27%
hIAP activ: increases human intestinal alkaline phosphatase activity; P09923; purified human IAP, CDP-Star luminescence, 30 min; stronger effect = higher value; 1 = vehicle-only enzyme, 0 = enzyme-free background; activation factor at 10 µM; 330,000 tested, 0.16% active; AID 2524;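 active = activation factor of the enzyme at least 2-fold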; note: the source names both 10 and 20 µM as test concentration; values of inactives mirror those of a sister screen read the other way
NR3A LBD binder: NR3A (human) ligand-binding domain modulation; AID 1259313; 340,000 tested, 2.5% active; NR3A LBD differential scanning fluorimetry, Tm shift; 0% = protein alone, 100% = glycine-bound protein; Tm shift relative to glycine control, % at 25 µM;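 active = melting temperature shift of at least 10% of the positive control shift, at one fixed dose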
ATG4B inh: blocks human ATG4B protease cleavage of LC3 substrate; Q9Y4P1; ATG4B cleavage of LC3-PLA2, NBD-HPC fluorescence, 1 h; inhibition, % at 8.33 µM; 340,000 tested, 0.51% active; in the data active = inhibition above about 40%
Target sequence (Q9Y4P1 whole entry, looked up): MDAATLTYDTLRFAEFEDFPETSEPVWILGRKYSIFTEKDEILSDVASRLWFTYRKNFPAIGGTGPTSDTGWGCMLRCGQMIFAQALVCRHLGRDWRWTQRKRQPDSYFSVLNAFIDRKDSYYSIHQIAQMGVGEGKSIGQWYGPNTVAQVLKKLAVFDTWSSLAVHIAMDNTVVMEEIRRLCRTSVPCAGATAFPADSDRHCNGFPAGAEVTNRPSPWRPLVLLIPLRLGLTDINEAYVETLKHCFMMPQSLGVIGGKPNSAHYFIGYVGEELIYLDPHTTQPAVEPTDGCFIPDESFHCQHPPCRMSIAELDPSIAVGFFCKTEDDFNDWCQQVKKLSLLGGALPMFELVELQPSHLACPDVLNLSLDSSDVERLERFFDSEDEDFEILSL
SENP1 FRET inh: SENP1 (human) catalytic domain inhibition | inhibition, % at 10 µM | 360,000 tested, 0.21% active | AID 624204 | recombinant SENP1 catalytic domain, CyPet-SUMO1-YPet FRET cleavage;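 active = inhibition at least 30% at 10 µM, raw YFP signal under a set limit, fluorescence ratio 0.5 to 1.5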;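 note: 0% = enzyme with DMSO and 100% = no enzyme wells; some results filed as inactive read as strong as hits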
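system = hSENP1 catalytic domain, recombinant | reagent = SFCypet-SUMO1-SFYpet substrate at 25 nM | doses = one dose per compound, 10 µM, 0.5% DMSO | incubation = enzyme reaction for 50 min at room temperature, dark | measured by = FRET, CFP and YFP emission | controls = no-enzyme low, enzyme-DMSO high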
MPTP block: blocks calcium-induced mitochondrial swelling. AID 602449. 360,000 tested, 1.4% active. isolated mouse mitochondria, Ca2+ swelling absorbance, 30 min. inhibition, % at 10 µM;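 active = inhibition of 50% or more, scaled per plate between neutral and stimulator controls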;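 note: 0% = DMSO wells given calcium and 100% = 1 mM EGTA wells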
PfGluPho inh: PfG6PD (Plasmodium falciparum) enzyme inhibition | PfGluPho enzyme, NADPH resazurin-diaphorase fluorescence | 350,000 tested, 0.78% active | AID 504690 | inhibition, % at 20 µM;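 active = inhibition reaching at least a set limit at 20 µM in the primary screen, cut at about 59% in these data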;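 note: 0% = DMSO wells with substrate and 100% = DMSO wells lacking glucose-6-phosphate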
SENP6 inh: inhibitors of human SENP6 protease | Q9GZR1 | Recombinant SENP6 catalytic domain, aminoluciferin luminescence | inhibition, % at 10 µM | 330,000 tested, 1.8% active | AID 2599;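 active = inhibition above about 50% at the single tested dose, limit read from the data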;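 note: plate controls were DMSO wells with enzyme for no effect and DMSO wells lacking enzyme for full effect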
Target sequence (Q9GZR1 628-1112 limits assumed): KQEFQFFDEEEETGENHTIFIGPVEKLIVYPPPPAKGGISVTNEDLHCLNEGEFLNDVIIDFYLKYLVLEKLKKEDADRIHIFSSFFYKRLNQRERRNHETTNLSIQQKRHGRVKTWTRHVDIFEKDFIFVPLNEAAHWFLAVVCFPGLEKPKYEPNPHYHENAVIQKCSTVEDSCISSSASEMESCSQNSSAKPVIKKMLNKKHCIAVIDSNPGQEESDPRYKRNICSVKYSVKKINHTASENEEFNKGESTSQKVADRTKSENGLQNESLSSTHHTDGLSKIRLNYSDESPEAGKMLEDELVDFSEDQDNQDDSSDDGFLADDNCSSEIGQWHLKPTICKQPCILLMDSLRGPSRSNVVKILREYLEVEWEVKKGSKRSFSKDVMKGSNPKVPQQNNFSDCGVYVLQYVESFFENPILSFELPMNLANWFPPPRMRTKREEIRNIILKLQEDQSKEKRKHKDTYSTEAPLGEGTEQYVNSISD
The depositor's hits bear a star; i = inactive; nt = not tested or not shown. No enrichment for hits. About 6.7% of those tested had a hit in this group.

SMILES	SENP8 block	hIAP activ	NR3A LBD binder	ATG4B inh	SENP1 FRET inh	MPTP block	PfGluPho inh	SENP6 inh
Cc1ccnc(NC(=O)c2cccc([N+](=O)[O-])c2C)c1	10	0.9	-18	0	-3	0.2	14	2
COc1ccc2c(c1)c(C(=O)N/N=C/c1ccc(Cl)cc1)c(C)n2C	-60	0.94	-6	1	3	-0.4	32	-8
O=C(Nc1ccc2oc(-c3ccncc3)nc2c1)c1c(F)c(F)c(F)c(F)c1F	i	1	2	3	-4	-6.3	7	-2
CN1CCN(c2ccc(S(=O)(=O)N3CCCCC3)cc2NC(=O)c2ccc(C#N)cc2)CC1	22	1.1	-1	-1	2	0.7	-6	6
CC(=O)Oc1ccc2c(=O)c(Oc3ccccc3)c(C)oc2c1OC(C)=O	-425	1.1	0	9	-1	-1.5	-3	-1
Cc1ccccc1N1C(=O)CC1(C#N)c1ccc(OCc2ccccc2)cc1 (configuration not stated)	-13	1.1	-7	-4	-5	48	33	-15
COc1ccccc1CC(=O)c1ccccc1OC	0	nt	-13	-5	1	-1.4	1	nt
COc1ccc(CC(=O)NNC(=O)CSc2ccc(C)cc2)cc1	13	1.7	-2	1	-1	0.4	2	-19
Cc1ccccc1-c1nnn(CC(=O)NC(=O)NC2CCCC2)n1	7	0.98	2	-3	-1	-0.4	19	6
COc1cccc(NC(=O)CN2C(=O)COc3ccc(Cl)cc32)c1	0	1	-1	-3	4	-1.0	-2	-13
CCCCc1cc(=O)oc2cc(OC(C)C(=O)NCCN3CCOCC3)ccc12 (configuration not stated)	-156	nt	nt	nt	3	0.4	-15	nt
Cc1ncc(CO)c(/C=N/NC(=S)Nc2ccc(C(C)C)cc2)c1O	-300	1	-5	-5	-33	7.5	48	-15
CC(=O)c1cccc(NC(=O)c2onc(C)c2Cl)c1	13	1	0	-6	1	-0.6	-1	-4
CCCC(=O)Nc1ccc(NC(=O)c2cc3ccccc3o2)c(OC)c1	-22	1.3	-4	-2	-2	-0.3	-8	29
Cc1nnc(NC(=O)CN2CC(C)OC(C)C2)s1 (configuration not stated)	18	0.81	2	3	0	-1.4	-7	2
CCOC(=O)C1=C[C@]2(CC)CCCN3CCc4c(n1c1ccccc41)[C@@H]32	-180	0.96	-4	1	-13	1.3	12	9
CCc1ccc(NC(=O)COc2ccc3c(c2)OCO3)cc1	0	1.1	-25	-1	1	1.9	9	-7
Cc1ccc2nc3ccc(N4CCN(C)CC4)nn3c(=O)c2c1	-384	1.2	1	-5	-30	0.4	13	-17
Cc1ccc(C(=O)Nc2cccc(N(C)S(C)(=O)=O)c2)cc1S(=O)(=O)Nc1ccccc1	26	1	-3	-11	3	0.1	-10	-32
Cc1ccc(C(=O)Nc2ccc(Cl)cn2)cc1S(=O)(=O)N1CCOCC1	16	0.95	19*	-9	0	-2.6	13	-6
CC(=O)N(C)c1ccc(NC(=S)NC(=O)/C=C/c2ccco2)cc1	7	1.2	1	-2	0	-1.4	1	-6
COc1ccccc1CNC(=O)Cn1nc(C(F)(F)F)cc1C	1	0.91	1	5	-1	-0.3	-7	-1
O=[N+]([O-])c1cccnc1Oc1cccnc1	25	1.3	2	2	2	-3.1	-18	-9
C=CCNC(=S)NCc1ccccc1	12	0.94	-1	4	1	0.9	-10	-5
COc1ccc(S(=O)(=O)Nc2nccs2)cc1OC	11	0.97	0	-34	2	1.0	-5	8
CC(C)CN(C(=O)COC(=O)Cn1cnc2ccccc2c1=O)C1CCS(=O)(=O)C1 (configuration not stated)	-22	0.9	0	-1	-2	-0.8	3	-10
O=C(COc1ccc(Br)cc1)N/N=C1/SCC(=O)N1Cc1ccccc1	10	0.98	9	4	3	0.4	-1	-2
CCn1c(COc2ccccc2C)nnc1SCC(=O)O	22	0.97	1	3	0	0.6	-6	1
CCN(CC)C(=O)CSc1nnc(C2CCCCC2)o1	32	0.97	0	-9	2	0.1	0	9
CC(=O)N[C@H](Cc1c[nH]c2ccccc12)C(=O)O	4	1.1	-4	-2	0	-2.1	-15	-16
Cc1ccc(/C=C/c2onc(C)c2S(=O)(=O)N2CCC(C(=O)N3CCCCC3)CC2)cc1	-47	0.95	2	0	1	-0.6	16	1
O=C(Nc1cc(S(=O)(=O)N2CCOCC2)ccc1N1CCCC1)c1ccc2c(c1)S(=O)(=O)c1ccccc1C2=O	21	0.89	0	-8	3	-4.5	74*	10
O=C(Nc1cc2c3c(c1)CC(=O)N3CCC2)c1ccc(Br)cc1	7	1.1	-2	7	1	1.0	17	-9
O=[N+]([O-])c1ccc2[nH]c(=S)[nH]c2c1	7	nt	-9	-2	2	-2.8	-5	nt
NC(=O)C1(c2ccccc2)CCOCC1	21	1.2	0	1	3	0.1	-13	-14
O=S(=O)(NCC(O)c1ccccc1)c1cc(Cl)sc1Cl (configuration not stated)	12	1	4	-11	1	1.7	10	-10
CN1CCN(c2ccc(CNC(=O)c3cc4ccccc4o3)cc2)CC1	10	1.5	-2	9	3	-1.2	-19	-6
CN(CC(=O)Nc1ccccc1C(F)(F)F)C(=O)CSc1nnc(-c2ccncc2)n1C	17	1	4	-8	2	-1.4	7	-7
Cc1cc(C)cc(C(=O)NCCC(=O)NCc2cc(=O)n(C)c(=O)n2C)c1	14	0.92	0	-11	1	-1.0	8	3
COc1ccc2c(c1)cc(C)c1nnc(SCC(=O)N(C)c3nc(-c4ccccc4)cs3)n12	14	1	0	-1	2	0.4	-31	10
CCCCCC(=C/c1ccccc1)/C=N/Nc1ccc(S(=O)(=O)N2CCOCC2)cc1[N+](=O)[O-]	38	nt	-1	-7	4	1.1	1	nt
C=CCn1c(N2C(=O)CC(Cc3ccccc3)C2=O)nc2ccccc21 (configuration not stated)	11	1.3	-1	10	1	-0.4	-15	-7
COc1ccc(CN(C)[C@H]2C[C@H]3c4[nH]c5ccccc5c4CCN3C[C@H]2[C@H](C)O)cc1	-1	nt	nt	nt	-17	-0.1	7	nt
Cc1cc(C)cc(-c2nnc(SCC(=O)c3ccc4c(c3)OCCO4)o2)c1	10	0.93	-2	0	1	3.8	-3	-17
CC1=C(C(=O)N2CCOCC2)C(c2c(C)cc(C)cc2C)NC(=S)N1 (configuration not stated)	12	0.87	-1	-10	-1	0.2	22	-5
CC(C)Cn1c2c(c(O)c(C(=O)Nc3nc4ccccc4s3)c1=O)CCCC2	-448	1	-2	2	-3	-5.4	-43	-14
CN(c1ccccc1)c1nc(N)c(C#N)c(CC#N)c1C#N	-24	0.89	-5	4	2	-20	-2	-17
COc1ccccc1N1CCN(C(=O)CCc2nnc3ccc(N4CCOCC4)nn23)CC1	12	1.1	-1	-3	1	0.1	2	-31
O=C(CC1NCCc2ccccc21)Nc1ccccc1Cl (configuration not stated)	6	0.9	-1	-3	2	-2.5	8	-6
Cc1cccc(C)c1NC(=O)Cn1c(=O)n(CCCC(=O)NC2CCN(Cc3ccccc3)CC2)c(=O)c2ccccc21	15	1.1	-2	2	-1	-1.5	8	-14
O=C(/C=C/c1c(Cl)nc2ccccn12)N1CCCCC1	-40	1.1	2	-14	-1	0.1	-4	-6
c1ccc(-c2nc(N3CCCCCC3)c3ccccc3n2)nc1	-13	0.98	-6	14	1	-1.2	-8	-9
N#C/C(=C1/CCCN1)c1ccccn1	8	1	4	-10	0	-1.5	7	13
COCCN(C(=O)c1cc(-c2ccco2)nc2ccccc12)c1c(N)n(Cc2ccccc2)c(=O)[nH]c1=O	-186	0.96	0	9	-8	0.6	4	-2
COc1ccccc1NS(=O)(=O)c1cccc(C(=O)N/N=C/c2ccc3c(c2)OCCO3)c1	-232	1.1	-6	-5	0	-0.5	-7	-15
O=CNc1cc2c(cc1Br)-c1ccccc1C2O (configuration not stated)	10	nt	2	-6	-1	-1.7	-2	nt
CCOc1ccc(-n2cnnn2)cc1S(=O)(=O)Nc1c(C)cccc1C	1	0.93	0	-4	0	0.1	-4	-17
CC(C)OCC1CC(CC(=O)Nc2ccc([N+](=O)[O-])cc2)C(=O)O1 (configuration not stated)	5	0.96	18*	-3	2	1.3	17	5
Cc1ccc(NC(=S)NCc2cccs2)c(C)c1	7	0.95	-1	-8	0	-1.8	0	0
CCc1ccc(S(=O)(=O)ON2C(=O)c3ccccc3C2=O)cc1	-168	0.8	16*	6	-3	1.4	49	1

(further entries)
SMILES	SENP8 block	hIAP activ	NR3A LBD binder	ATG4B inh	SENP1 FRET inh	MPTP block	PfGluPho inh	SENP6 inh
CCN1CCN(C(=O)C2CCN(S(=O)(=O)c3cc(Cl)ccc3Cl)CC2)CC1	-3	0.95	-3	0	1	-2.2	12	-13
COc1ccc(NC(=O)CC2C(=O)N(C)C(=S)N2Cc2ccco2)cc1 (configuration not stated)	25	1.1	-1	0	3	0.3	-9	4
O=C(Cn1c(=O)c2c(ncn2C2CCCC2)n(Cc2ccccc2)c1=O)N1CCc2ccccc21	8	1	-2	3	0	-3.3	17	-2
CN(Cc1nc2ccccc2n1C)S(=O)(=O)c1ccc(F)cc1	10	1.3	3	0	2	-3.2	13	-15
Cc1noc(C)c1C(=O)OCC(=O)NC(=O)c1ccc(C(C)(C)C)cc1	20	nt	nt	nt	2	0.1	1	nt
CN(NC(=O)c1ccco1)c1nc2ccccc2nc1C(F)(F)F	2	1.1	0	5	-1	-1.3	-4	-12
COc1ccc(/C=C2\SC(N3CCc4ccccc4C3)=NC2=O)cc1OC	-113	0.86	-4	10	-16	0.6	8	-6

Screening data as filed in PubChem.
